# KCNQ2 inh = KCNQ2 potassium channel inhibitors, primary screen, cell-based, CHO-K1, FluxOR thallium flux, B-score (AID 2156). O88943. B-score at 10 µM. 20 min; stronger effect = lower value. 310,000 compounds, 1.1% hits;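 active = fluorescence ratio B-score at most minus 3 library SDs, with starting brightness B-score within 2 library SDs, cut at about -5.5 in these data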
# Target sequence (O88943 whole entry, looked up): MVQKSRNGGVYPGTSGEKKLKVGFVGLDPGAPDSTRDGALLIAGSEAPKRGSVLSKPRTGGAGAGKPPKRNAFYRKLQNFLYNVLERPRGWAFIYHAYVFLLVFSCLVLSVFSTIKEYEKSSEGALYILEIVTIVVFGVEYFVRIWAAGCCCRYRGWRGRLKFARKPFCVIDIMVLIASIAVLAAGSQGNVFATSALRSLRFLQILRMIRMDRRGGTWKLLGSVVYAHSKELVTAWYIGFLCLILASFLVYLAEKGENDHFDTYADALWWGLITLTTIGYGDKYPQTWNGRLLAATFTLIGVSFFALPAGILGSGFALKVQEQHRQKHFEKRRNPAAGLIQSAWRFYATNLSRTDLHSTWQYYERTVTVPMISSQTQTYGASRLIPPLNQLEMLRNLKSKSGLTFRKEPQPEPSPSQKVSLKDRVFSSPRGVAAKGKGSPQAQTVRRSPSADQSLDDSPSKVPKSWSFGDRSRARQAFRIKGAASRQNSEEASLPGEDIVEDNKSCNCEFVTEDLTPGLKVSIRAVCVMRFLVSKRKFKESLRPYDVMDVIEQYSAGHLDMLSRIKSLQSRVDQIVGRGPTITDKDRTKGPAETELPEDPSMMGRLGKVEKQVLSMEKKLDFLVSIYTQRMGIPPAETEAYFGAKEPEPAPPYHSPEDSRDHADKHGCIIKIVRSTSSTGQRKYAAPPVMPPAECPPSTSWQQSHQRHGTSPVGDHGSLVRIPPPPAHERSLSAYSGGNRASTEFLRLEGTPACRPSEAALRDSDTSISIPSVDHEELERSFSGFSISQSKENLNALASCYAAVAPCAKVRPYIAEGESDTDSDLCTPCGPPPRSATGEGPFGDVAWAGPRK
# Kir21 block = blocks the mouse Kir2.1 inward-rectifier potassium channel | P35561 | HEK293-Kir2.1, FluxOR thallium flux fluorescence; stronger effect = lower value | B-score at 10 µM | 310,000 compounds, 0.85% hits | AID 1672;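 active = fluorescence ratio B-score at or below minus 3 SD of library scores, with starting-brightness B-score within 2 SD, cut at about -4.2 in these data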;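 note: channel flux triggered by added potassium and thallium sulfate stimulus; B-score of peak minus minimum fluorescence over baseline after thallium stimulus; more negative B-score means stronger Kir2.1 block with less thallium influx; some compounds called inactive have numbers as strong as hits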
# Starred values were filed as active, the others as inactive; i = inactive.
# The line under a structure holds: KCNQ2 inh	Kir21 block
CSc1nc(-c2ccccc2)nc(NC(C)=O)c1C(C)=O
    i	1.47
Cn1cc(S(=O)(=O)N2CCN(c3ccccc3)CC2)c(=O)n(C)c1=O
    i	0.34
O=C(Nc1ccnn1C1CCN(C(=O)c2ccccc2C(F)(F)F)CC1)C1CC1
    i	-0.26
CCOC(=O)C(CSCC(=O)c1ccc(Cl)cc1)NC(=O)OC(C)(C)C (stereo unspecified)
    i	-5.67*
CN(C)CC(=O)Nc1ccc(Oc2ccc(Cl)cc2)cc1
    i	0.08
O=C(CCCOc1ccc(Cl)cc1)N1CCCCC1
    i	-0.87
CCN(CC)c1ccc2cc(C(=O)NCc3ccc(F)cc3)c(=N)oc2c1
    i	-5.84
COc1ccccc1NC(=O)CNC(=O)c1ccccc1
    i	-0.35
CC(=O)C(C)Oc1cc(C)cc2oc(=O)c(C)c(C)c12 (stereo unspecified)
    i	-0.01
COc1ccc(N(CC(=O)NC2CCCC2)C(=O)Cn2nnc(-c3ccc(OC)c(OC)c3)n2)cc1
    i	0.91
Cc1nc(NC(=O)CSc2nnc3ccccn23)c(Cl)cc1Cl
    i	0.33
COc1ccc(OC)c(C2CC(=O)N3CN(c4ccccc4)CSC3=C2C#N)c1 (stereo unspecified)
    i	0.57
Cc1cccc([C@@H]2[C@@H]3C(=O)N(Cc4ccccc4)C(=O)[C@@H]3[C@]3(Cc4ccc(Cl)cc4)C(=O)N(c4cccc(Br)c4)C(=O)N23)c1
    i	1.69
COc1cccc2cc(C(=O)N3CCCCC3C)c(=O)oc12 (stereo unspecified)
    i	-0.1
COc1ccc(OC(C)C(=O)N2CCOCC2)cc1 (stereo unspecified)
    i	-2.05

# Rewritten as labelled records: part of the list above.
> O=C(CCCOc1ccc(Cl)cc1)N1CCCCC1
- KCNQ2 inh: i
- Kir21 block: -0.87
> CCN(CC)c1ccc2cc(C(=O)NCc3ccc(F)cc3)c(=N)oc2c1
- KCNQ2 inh: i
- Kir21 block: -5.84
> COc1ccccc1NC(=O)CNC(=O)c1ccccc1
- KCNQ2 inh: i
- Kir21 block: -0.35
> CC(=O)C(C)Oc1cc(C)cc2oc(=O)c(C)c(C)c12 (stereo unspecified)
- KCNQ2 inh: i
- Kir21 block: -0.01

# New compounds follow:
# The line under a structure holds: KCNQ2 inh	Kir21 block
CCN(CC)CCNC(=O)CCCCCn1c(=O)[nH]c2cc(C(=O)OC)ccc2c1=O
    i	-0.49
CN(C(=O)c1ccco1)c1ccccc1C(=O)O
    i	0.34
COC(=O)c1sc(NC(=S)NC(=O)c2ccccc2)nc1C
    i	0.2
CCOc1ccc(N/C=C\C(=O)c2ccc3c(c2)OCO3)cc1
    i	-1.1
c1ccc(NC2=Nc3cccc4cccc2c34)cc1
    i	-0.15
COc1ccc(NC(=O)CCCCCN2C(=O)[C@@H]3Cc4ccccc4CN3C2=O)cc1Cl
    i	0.63
CCCOc1ccc(C(=O)Nc2cccnc2)cc1
    i	-0.24
Cc1cccc(Oc2cc([N+](=O)[O-])cc3c2C(=O)Nc2ccccc2O3)c1
    i	1.71
N#Cc1cc([N+](=O)[O-])ccc1N1CCN(c2ccccc2O)CC1
    i	-0.35
Cc1c(NC(=O)/C(=C/c2cccs2)c2cccs2)c(=O)n(-c2ccccc2)n1C
    i	0.01
CCCn1cc(S(=O)(=O)c2ccc(C)cc2)c(=O)c2cc(OC)ccc21
    i	0.27
COc1ccc(NC(=O)CCS(=O)(=O)c2ccccc2Cl)cc1S(=O)(=O)Nc1ccc(Cl)cc1
    i	-0.02
NC(=O)C1CCC(NC(=O)OCc2ccccc2)CC1 (stereo unspecified)
    i	0.57
COC(=O)C(O)(CC(=O)Nc1ccc(OC)cc1)C(F)(F)F (stereo unspecified)
    i	-0.96
O=C(Cc1ccccc1)N/N=C/c1cc(Br)cc(Br)c1O
    i	-0.68
Cc1ccc(S(=O)(=O)N2CCN(C(=O)Cn3nc(C)c([N+](=O)[O-])c3C)CC2)c(C)c1
    i	1.99
O=C(COC(=O)c1ccc(-c2ccccc2)cc1)Nc1ccccc1-c1ccccc1
    i	0.05
COc1ccc([N+](=O)[O-])cc1NC(=O)C(C)Sc1ccc(C)cc1 (stereo unspecified)
    i	1.23
Cc1ccc(S(=O)(=O)N2CCC(C(=O)N3CCC(C(=O)NCC4CCCO4)CC3)CC2)cc1 (stereo unspecified)
    i	-0.36
COc1ccc(NC(=S)Nc2ccc3nc(C)c(C)nc3c2)cc1
    i	-0.56
O=C(COc1ccccc1)NC1CCSC1=O (stereo unspecified)
    i	-1.31
CN(C)CCOCCOc1ccc(Cl)c2ccccc12
    i	-5.07*
COc1cc2c(cc1OC)CN(Cc1cc(=O)n3c(-c4ccccc4)csc3n1)CC2
    i	-0.11
C[N+]1(C)CC2([N+](=O)[O-])CC=C(Oc3ccccc3)C([N+](=O)[O-])(C2)C1 (stereo unspecified)
    i	-0.11
O=C(O)COc1ccc(S(=O)(=O)NCCc2ccccc2)cc1
    i	0.79
COc1ccc2c3c([nH]c2c1)C(C)N(CCC(=O)NN)CC3 (stereo unspecified)
    i	-1.06
Cc1c(NC(=O)C(=O)/C=C(\O)c2ccc(Br)cc2)c(=O)n(-c2ccccc2)n1C
    i	0.42
CC(=O)c1ccc(NC(=O)C(C)OC(=O)C(C)Oc2cccc(C)c2)cc1 (stereo unspecified)
    i	0.68
CCC(CC)C(=O)NCCc1ccc(OC)c(OC)c1
    i	-1.22
Cc1cc(C)c2oc(=O)cc(CN3CCN(Cc4ccccc4)CC3)c2c1
    i	-0.85
Cc1cnc(C(=O)OCC(=O)c2ccc(-c3ccccc3)cc2)cn1
    i	2.38
Cc1cc(NC(=O)COC(=O)[C@H](Cc2c[nH]c3ccccc23)NC(=O)c2ccc(F)cc2)no1
    -7.2*	-1.53
CC(=O)OCC1=C(C(=O)O)N2C(=O)[C@@H](NC(=O)Cc3cccs3)[C@H]2SC1
    i	-0.38
CC(C)[C@H](NC(=O)NCc1ccco1)C(=O)O
    i	0.05
Oc1ccc2ccc3[nH]cnc3c2c1
    i	-0.91
COc1ccc(C(C[N+](=O)[O-])c2c(C)cc3ccccn23)cc1 (stereo unspecified)
    i	0.16
CC1CN(CCCCN2C(=O)c3ccccc3C2=O)CC(C)O1 (stereo unspecified)
    i	0.94
O=C(c1cccnc1)N1N=C2CCCCCC2C1(O)C(F)(F)F (stereo unspecified)
    i	1.84
COC(=O)c1ccc(/C=N/NC(=O)CC(=O)NCc2cccnc2)cc1
    i	-0.84
CCN(CC)S(=O)(=O)c1ccc(N2CCOCC2)c(NC(=S)NC(=O)c2ccco2)c1
    -7.27*	-2.81
CC(C)C(=O)Nc1cccc(C(=O)Nc2ccc3c(c2)OCO3)c1
    i	0.02
O=C1/C(=C/c2cccs2)SC(=S)N1NS(=O)(=O)c1ccccc1
    i	1.39
O=C1CC(c2ccccc2)SC(N(c2ccccc2)c2ccccc2)=N1 (stereo unspecified)
    i	0.69
COc1ccc(CNC(=O)CCS(=O)(=O)c2ccc3c(c2)CCN3C(C)=O)cc1
    i	-0.43
NS(=O)(=O)c1ccc(CCNC(=O)C(=O)Nc2cc3c4c(c2)CC(=O)N4CCC3)cc1
    i	-0.83

# More results.
canonical_smiles	KCNQ2 inh	Kir21 block
COc1cc2c(cc1OC)CN(C(=O)Cc1ccccc1)CC2	i	0.42
Cc1oc(-c2ccccc2Cl)nc1Cn1cccc1C1=NC(c2ccccc2)CO1 (stereo unspecified)	i	-2
Cc1ccc(C(=O)NCc2ccco2)o1	i	0.43
Cc1ccc(C2=NN(C)c3nc4ccccc4n3C2)cc1	i	0.3
O=C(Cc1cc(=O)oc2cc(O)ccc12)N[C@@H](Cc1c[nH]c2ccccc12)C(=O)O	i	-0.04
COc1ccc2ccccc2c1CN(C)Cc1ccccc1	i	-1.07
Cc1nc(Oc2ccccc2)c2oc3ccccc3c2n1	i	-0.32
Cc1cc(C)c(S(=O)(=O)NC(CC(=O)O)c2cccc([N+](=O)[O-])c2)c(C)c1 (stereo unspecified)	i	0.08
Cc1cc([N+](=O)[O-])nn1CC(=O)N/N=C/c1ccccc1Br	i	0.9
CCN1CCN(C2CC(=O)NC2=O)CC1 (stereo unspecified)	i	-0.08
O=C1NC(=O)C(Cc2c[nH]c3ccccc23)N1 (stereo unspecified)	i	1.28
O=C(Nc1nc2ccc([N+](=O)[O-])cc2s1)C1CCCO1 (stereo unspecified)	i	-0.32
C=CCn1c(CCc2ccc(OC(C)C)cc2)n[nH]c1=S	i	0
Cc1ccc(S(=O)(=O)N2CCCCC2CCNC(=O)C(=O)NC2CC2)cc1 (stereo unspecified)	i	-1.77
Cc1c(C(=O)N2CCCCC2)c(S(=O)(=O)Nc2cccc(Br)c2)c(C)n1C	i	0.37
COc1cccc(NS(=O)(=O)c2ccc3c(c2)C2C=CCC2C(c2ccc(C(=O)O)cc2)N3)c1 (stereo unspecified)	i	-0.42
CC(C)(C)NC(=O)CN(Cc1ccc2c(c1)OCO2)C(=O)CCC(=O)Nc1nccs1	i	-0.95
N#C/C(=N\Nc1ccc(F)cc1)C(=N)N1CCCCCC1	i	-2.14
O=C(C1=COCCO1)N1CCN(S(=O)(=O)c2cccc(Cl)c2Cl)CC1	i	-0.35
CN(C)CCCOC(=O)c1cc2ccccc2o1	i	1.49

# Some of these compounds in order of their number in Kir21 block, rising.
canonical_smiles	KCNQ2 inh	Kir21 block
N#C/C(=N\Nc1ccc(F)cc1)C(=N)N1CCCCCC1	i	-2.14
O=C1NC(=O)C(Cc2c[nH]c3ccccc23)N1 (stereo unspecified)	i	1.28
CN(C)CCCOC(=O)c1cc2ccccc2o1	i	1.49

# (listing goes on)
canonical_smiles	KCNQ2 inh	Kir21 block
COCCCNC(=S)NNC(=S)Nc1ccccc1	i	0.41
COc1ccc(C(=O)Nc2ccc(Cl)c(S(=O)(=O)Nc3ccccc3OC)c2)cc1	i	-2.82
CCCCOc1ccc(-c2nnc(-c3ccco3)o2)cc1	i	-2.19
CCOc1ccc(CSC2=NCCN2)cc1[N+](=O)[O-]	i	1.75
COc1ccc(-c2cc(C(=O)NCc3ccc(Cl)cc3)no2)cc1OC	i	-0.03
CCN1CCn2c1nc(N1CCOCC1)nc2=O	i	-0.01
COc1ccc(C(=O)NNC(=O)COc2ccc(Cl)cc2)c(OC)c1	i	0.33
CCOC(=O)C1(CCOc2ccccc2)CCN(CC=C(C)C)CC1	i	-0.1
CN(Cc1nc(-c2ccncc2)no1)S(=O)(=O)c1ccc(Br)cc1	i	-4.13
COc1ccc(NC(=O)c2c(N)no[n+]2[O-])c(OC)c1	i	2.03
CCOC(=O)C1CCCN(c2c(NCc3ccco3)c(=O)c2=O)C1 (stereo unspecified)	i	1.44
CCSc1nc(N)c2c3c(sc2n1)CN(C)CC3	i	-0.9
Cc1cccc(-c2cccc(NC(=O)C3CCCN(C(=O)c4cccnc4)C3)c2)c1 (stereo unspecified)	i	0.61
N/C(=N\OC(=O)c1ccc(Cl)cc1)c1ccc(Cl)cc1	i	1.13
COc1ccc(NC(=O)c2cccnc2Sc2ccccc2)c(OC)c1	i	0.05
CCOC(=O)CNC(=O)Cn1cnc2sc(C)c(S(=O)(=O)N3CCC(C)CC3)c2c1=O	i	0.89
Cc1ccc2c3c(c(SCC(=O)Nc4nonc4C)nc2c1)CCCC3	i	-1.02
COc1ccc(C(=O)O)cc1S(=O)(=O)NCCc1ccccn1	i	-1.25
CCOc1cnn(-c2cc(Oc3ccc(C)cc3)ncn2)c(=O)c1Cl	i	0.22
Cc1ccccc1NC(=O)c1ccco1	i	0.09
CN(C)c1nc(N(C)C)n(C(=O)c2ccc(F)cc2)n1	i	-0.06
C=CCNc1nc(Nc2ccc(OC)cc2OC)nc(OCC)n1	i	-0.17
NC(=O)CSc1n[nH]c(=O)n1CCc1ccccc1	i	-2.37
CCOc1cc(C)c(Cl)cc1S(=O)(=O)NCc1ccco1	i	-7.97*
COc1ccc(/C=C/C(=O)Nc2ccccc2C)cc1S(=O)(=O)N1CCOCC1	i	1.41
Cc1cc(C#N)c(C)n1-c1cc(S(=O)(=O)N2CCOCC2)ccc1N1CCCC1	i	0.53
Cc1ccc(N2CC(C(=O)NCc3cccs3)CC2=O)cc1 (stereo unspecified)	i	-2.21
Cc1cc(C)cc(NC(=O)C2CCN(c3cnccn3)CC2)c1	i	1.41
CN(C(=O)COC(=O)CCC(=O)c1ccc(Cl)cc1)c1c(N)n(Cc2ccccc2)c(=O)[nH]c1=O	i	0.65
CCCc1nnc(NC(=O)CCC(=O)N2CCN(S(=O)(=O)c3ccc(F)cc3)CC2)s1	i	0
CC1=[N+](C)N(c2ccccc2)C(=O)C1N=Cc1c(Cl)cccc1Cl (stereo unspecified)	i	0.32
COC(=O)c1sccc1N/N=C(\C)c1ccc(F)c(Cl)c1	i	1.39
Cc1cc(C)c2cc(CN(CCO)Cc3nnnn3Cc3ccc(F)cc3)c(=O)[nH]c2c1	i	-0.12
Cc1sc(NC(=O)c2cccs2)c(C(N)=O)c1C	i	1.32
CC(NC(=O)c1cccnc1)c1ccc2c(c1)OCO2 (stereo unspecified)	i	-0.14
O=C(N[C@@H](Cc1ccccc1)C(=O)OCc1ccccc1)c1nc[nH]c1C(=O)NCc1ccccc1	i	-0.03
O=C(CN(Cc1ccc(F)cc1)C(=O)Cn1nnc2ccccc21)NCC1CCCO1 (stereo unspecified)	i	0.01
N/C(=N\OC(=O)Cc1ccc(Cl)cc1)c1cccnc1	i	0.08
O=C(NCCCn1ccnc1)c1cc2c(s1)CCCCC2	i	-0.47
COc1ccc(-n2c(Cc3cccn3C)nnc2SCC(=O)NCCc2ccccc2)cc1	i	-1.32
Cc1ccc(NCC(=O)N/N=C/c2ccc(OC(=O)c3ccco3)cc2)cc1	i	-1.58

# Screens deposited in PubChem by Johns Hopkins Ion Channel Center.
